EBNA-1 inh – EBNA-1 DNA-binding inhibitors, primary screen, biochemical, fluorescence polarization; inhibition, % at 14.8 µM; 300,000 compounds, 0.34% hits; in the data active = inhibition above about 28%
CR mimetic SO – reduction of superoxide in aged yeast, primary screen, HTS; superoxide response (% of plate mean), % at 10 µM; S. cerevisiae aged cells, superoxide DHE fluorescence; active compounds read low; AID 2690, 2010; 330,000 compounds, 0.18% hits;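 active = superoxide response under a set limit, about three screen SD below normal, cut at about 65% in these data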;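 also: yeast aged for seven days with compound at 30 °C before DHE staining; 100% = average MFI of all compound-treated wells on the plate with controls excluded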
GLD-1 TGE inh – GLD-1/TGE RNA complex disruptors, primary screen, biochemical, fluorescence polarization; inhibition, % at 5.96 µM; purified GLD-1 + fluorescein TGE RNA; 320,000 compounds, 0.44% hits;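 active = percent inhibition above a per-plate cutoff, the plate mean of test compounds plus 3 SD, cut at about 30% in these data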;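 also: 0% = DMSO wells with GLD-1 and probe and 100% = wells lacking GLD-1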
Target sequence (Q17339 whole entry, looked up): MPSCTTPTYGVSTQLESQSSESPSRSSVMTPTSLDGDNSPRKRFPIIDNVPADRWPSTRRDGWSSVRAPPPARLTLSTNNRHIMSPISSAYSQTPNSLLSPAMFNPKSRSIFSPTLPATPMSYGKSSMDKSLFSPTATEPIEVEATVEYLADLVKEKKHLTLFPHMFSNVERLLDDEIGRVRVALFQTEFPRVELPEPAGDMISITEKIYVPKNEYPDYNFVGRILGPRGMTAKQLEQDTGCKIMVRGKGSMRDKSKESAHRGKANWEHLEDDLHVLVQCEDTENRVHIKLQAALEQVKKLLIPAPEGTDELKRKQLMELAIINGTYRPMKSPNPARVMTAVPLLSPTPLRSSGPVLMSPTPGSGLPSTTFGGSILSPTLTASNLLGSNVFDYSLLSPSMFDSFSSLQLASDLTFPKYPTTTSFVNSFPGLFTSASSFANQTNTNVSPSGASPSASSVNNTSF
ZTA DNA inh – blocks Epstein-Barr virus ZTA, an EBNA-1 counter-screen; ZTA-DNA binding, fluorescence polarization; 320,000 compounds, 0.15% hits; inhibition, % at 11 µM; P03206; in the data active = inhibition above about 33%
Target sequence (P03206 whole entry, looked up): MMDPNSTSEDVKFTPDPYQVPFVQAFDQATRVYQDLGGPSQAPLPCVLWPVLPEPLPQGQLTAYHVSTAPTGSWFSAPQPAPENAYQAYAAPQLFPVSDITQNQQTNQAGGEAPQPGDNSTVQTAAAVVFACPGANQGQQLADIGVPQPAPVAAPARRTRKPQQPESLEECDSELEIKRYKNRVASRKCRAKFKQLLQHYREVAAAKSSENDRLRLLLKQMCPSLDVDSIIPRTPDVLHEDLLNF
MCL1-BIM inh – inhibitors of MCL1 binding to BIM-BH3, primary screen, biochemical, fluorescence polarization; Induced myeloid leukemia cell differentiation protein Mcl-1 (Homo sapiens), Q07820; GST-MCL1 / FITC-Bim-BH3 fluorescence polarization; inhibition, % at 10.9 µM; 320,000 compounds, 0.68% hits; AID 2057, 2009;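 active = inhibition above the mean inhibition of all tested compounds plus 3 SD, set per campaign, cut at about 40% in these data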;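 also: 0% = DMSO wells and 100% = unlabeled Bim-BH3 peptide control; higher means more loss of mP so more displacement of Bim peptide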
Efflux pump mplx – inhibitors of Candida efflux pumps in yeast, primary screen, S. cerevisiae, Nile Red, multiplex | S. cerevisiae Candida pump triplex | inhibition, % at 10 µM | 330,000 compounds, 0.44% hits | AID 485275, 2010;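 active = plate passing quality check with inhibition over a set limit, or well fluorescence over plate mean plus 4 SD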;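 also: Nile Red retained in pooled yeast measured as flow cytometry median fluorescence; 0% = buffer negative control and 100% = Enniatin B positive control; higher means more Nile Red kept so more efflux inhibition; some compounds called inactive have numbers as strong as hits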
Fam108B inh – mouse Fam108B serine hydrolase inhibitors, primary screen, counter-screen for RBBP9 inhibitor project, biochemical, fluorescence polarization | recombinant Fam108B, FP-Rh probe fluorescence polarization | inhibition, % at 9.51 µM | 300,000 compounds, 0.33% hits | AID 1947, 2009;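 active = inhibition above the screen mean inhibition plus 3 SD, computed separately per campaign, cut at about 18% in these data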;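 also: inhibitors lower polarization as less probe binds the enzyme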
Bcl-xL primary – inhibitors of human Bcl-xL, primary screen, biochemical, fluorescence polarization, HTS; GST-Bcl-xL / FITC-Bim BH3 peptide fluorescence polarization; AID 2129, 2009; 320,000 compounds, 0.7% hits; inhibition, % at 10.9 µM;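 active = inhibition above the mean of all tested compounds plus 3 SD, cutoff set per campaign, cut at about 30% in these data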;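 also: 0% = DMSO wells and 100% = unlabeled Bim-BH3 peptide competitor; inhibitors lower millipolarization by displacing the labeled peptide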
Target sequence (Q07817 whole entry, looked up): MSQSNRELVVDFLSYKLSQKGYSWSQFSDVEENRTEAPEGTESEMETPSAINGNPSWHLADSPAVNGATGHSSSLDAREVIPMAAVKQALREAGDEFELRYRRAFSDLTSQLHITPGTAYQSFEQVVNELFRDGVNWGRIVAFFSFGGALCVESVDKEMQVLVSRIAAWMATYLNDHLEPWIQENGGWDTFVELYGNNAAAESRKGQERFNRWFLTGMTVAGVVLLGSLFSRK
MEX-5 binding – MEX-5 zinc finger RNA-binding disruptors – biochemical, C. elegans, fluorescence polarization, MLPCN library, primary screen. activity score (negative = inhibition of binding), % at 10 µM. 300,000 compounds, 0.38% hits. Zinc finger protein mex-5 (Caenorhabditis elegans), Q9XUB2. MEX-5/FITC-TCR2 RNA binding; active compounds read low. AID 1832, 2009;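 active = inhibition past about -25% in most replicates, and total fluorescence under double the plate's negative control median, limit read from the data; inconclusive = replicates evenly split on the limit, or fluorescence at least double controls; inactive = too little inhibition in most replicates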;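 also: 0% = DMSO and -100% = 5 µM competing unlabeled TCR2 RNA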
Numbers without * were called inactive; ? = inconclusive; nt = not tested or not shown.

SMILES | EBNA-1 inh | CR mimetic SO | GLD-1 TGE inh | ZTA DNA inh | MCL1-BIM inh | Efflux pump mplx | Fam108B inh | Bcl-xL primary | MEX-5 binding
Cc1cc2c(c(SCC#N)n1)C(=O)OC2 | 2 | 104 | 3 | -19 | 3 | -0.1 | -6 | 4 | -4.1
CC(=O)Nc1cccc(C(=O)N2CCN(S(=O)(=O)c3ccc4ccccc4c3)CC2)c1 | -14 | 103 | -6 | -8 | -6 | 0.0 | 0 | 3 | 2.2
O=C(CSc1ccc(Cl)cc1)N1CCCC1 | 3 | 84 | 3 | 2 | 5 | -0.1 | -2 | 5 | -0.9
COc1ccc(CNC(=O)C(OC(=O)c2cccs2)C(C)C)cc1 (stereo not given) | -8 | 106 | -6 | 6 | -1 | -0.3 | 0 | 1 | 0.1
O=C(O)c1cccnc1Sc1ccccc1 | -17 | 101 | -2 | 10 | 2 | 0.6 | -3 | 3 | 1.3
Cc1ccc(C(C[N+](=O)[O-])Sc2ccc(N)cc2)cc1 (stereo not given) | 3 | 99 | 3 | 3 | 6 | 0.0 | 0 | 9 | -1.6
Cc1c(NC(=O)c2cccc(NC(=O)Cc3ccc(F)cc3)c2)c(=O)n(-c2ccccc2)n1C | nt | 110 | 1 | 14 | -19 | -0.3 | nt | -10 | nt
Cc1ccccc1C(=O)NCC(=O)NNC(=O)c1cccc(Cl)c1 | nt | 113 | 0 | 9 | 4 | -0.2 | nt | -1 | nt
O=C(NNC(=O)C1CCN(c2ncccn2)CC1)c1ccc(F)cc1 | -1 | 108 | -6 | 15 | 3 | 0.1 | -1 | -2 | -1.6
COc1ccc2noc3c2c1C(=O)c1ccccc1-3 | 1 | 95 | 91* | 14 | 117* | 0.9* | 20* | 116* | ?

A stretch taken from the entries so far:
SMILES | EBNA-1 inh | CR mimetic SO | GLD-1 TGE inh | ZTA DNA inh | MCL1-BIM inh | Efflux pump mplx | Fam108B inh | Bcl-xL primary | MEX-5 binding
O=C(NNC(=O)C1CCN(c2ncccn2)CC1)c1ccc(F)cc1 | -1 | 108 | -6 | 15 | 3 | 0.1 | -1 | -2 | -1.6
COc1ccc2noc3c2c1C(=O)c1ccccc1-3 | 1 | 95 | 91* | 14 | 117* | 0.9* | 20* | 116* | ?

Next section
SMILES | EBNA-1 inh | CR mimetic SO | GLD-1 TGE inh | ZTA DNA inh | MCL1-BIM inh | Efflux pump mplx | Fam108B inh | Bcl-xL primary | MEX-5 binding
COC(=O)c1cc(OC)c(OC)c(OC)c1[N+](=O)[O-] | 3 | 93 | 10 | -1 | 9 | -0.1 | 2 | 10 | 1.3
CC(C)=NNc1nc2c(c(=O)n(C)c(=O)n2C)n1C | 0 | 115 | 2 | 3 | 4 | 0.0 | -5 | 0 | -6.6
CC(=O)c1ccc(OCC(=O)c2ccc(-c3ccccc3)cc2)cc1 | -3 | 98 | 0 | 11 | -1 | -0.1 | 4 | -5 | 0.5
CCc1noc(C)c1C(=O)OC(C)C(=O)Nc1cc([N+](=O)[O-])ccc1OC (stereo not given) | -4 | 101 | 10 | 2 | -7 | 0.0 | 2 | 2 | -0.2
CCOC(=O)c1c(NC(=O)COC(=O)Cn2c(C(F)(F)F)nc3ccccc32)sc(C)c1C | -3 | 102 | 9 | -15 | -2 | -0.1 | 0 | 5 | -0.5
COc1nc(-c2ccccc2)cc(-c2ccc3c(c2)OCO3)c1C#N | 5 | 95 | 4 | 4 | 9 | 0.0 | -5 | 5 | -0.8
Cc1cccc(N2CCN(S(=O)(=O)c3cn(C)cn3)CC2)c1C | -8 | 107 | 0 | -16 | 6 | -0.3 | 5 | 3 | 0.8
COc1ccc([N+](=O)[O-])cc1NC(=S)NC(=O)C(C)(C)C | 5 | 95 | 4 | 5 | 7 | -0.3 | 5 | 4 | -0.5
COc1cc(OC)c(-c2noc(C(=O)OC(C)(C)C)c2C(=O)OC(C)(C)C)c(OC)c1 | -16 | 82 | 1 | -6 | 0 | 1.2* | 0 | 7 | -0.2
COc1ccc(C(CNC(=O)COc2ccc([N+](=O)[O-])cc2)N2CCCCC2)cc1 (stereo not given) | 16 | 97 | 4 | -8 | 0 | -0.1 | -1 | 3 | -1.9
CCOc1ccc(NCc2ccccc2OCc2cccc(F)c2)cc1 | -1 | 90 | 4 | 6 | -2 | -0.1 | 2 | 9 | 1.1
CC(=O)Nc1ccc(S(=O)(=O)NC(CC(=O)N(C)Cc2ccccc2)C(C)C)cc1 (stereo not given) | -2 | 107 | 5 | 10 | 1 | 0.1 | 3 | 2 | 0.2
COc1cccc(-n2c(SC3CCOC3=O)nc3ccccc3c2=O)c1 (stereo not given) | -2 | 86 | -1 | 5 | 1 | 0.0 | 2 | -1 | -2.0
CCOC(=O)c1c(C)nc2sc(C(N)=O)c(N)c2c1-c1ccccc1 | 0 | 108 | 1 | 1 | 6 | 0.3 | -4 | 4 | -2.5
COc1ccc(NC(=O)COC(=O)CC2CCCCC2)cc1 | nt | 107 | 1 | 6 | -7 | 0.2 | nt | -14 | nt
O=C(c1cc2c(s1)CCCCC2)N1CCN(c2ncccn2)CC1 | 4 | 117 | -2 | 2 | -4 | 0.3 | 4 | 3 | -2.6
Cc1ccc(S(=O)(=O)c2c(COC(=O)c3cccc(Cl)c3)c(-c3ccccc3)nn2C)cc1 | 2 | 114 | 6 | 5 | 4 | 0.1 | -4 | 12 | 0.5
CCOc1cc(/C=C(\C#N)c2nc3ccccc3[nH]2)ccc1OC(C)C(=O)O (stereo not given) | -8 | 102 | -8 | 7 | 1 | 0.1 | -3 | 6 | -30*
CCCCN1CC(=O)N2[C@H]3c4ccc(OC)cc4OC[C@@H]3[C@H](C(=O)OCC)[C@]2(C)C1=O | nt | 100 | 0 | 0 | 4 | -0.5 | nt | 0 | nt
Cc1ccccc1NC(=S)NC(NC(=O)COc1ccccc1)C(Cl)(Cl)Cl (stereo not given) | -5 | 112 | 4 | -13 | 11 | -0.1 | -16 | 6 | -1.0
COc1ccc(N2CCN(Cc3cc(OC)c(O)c([N+](=O)[O-])c3)CC2)cc1 | -2 | 103 | 2 | 0 | 2 | 0.2 | 2 | 6 | -1.0
CCOC(=O)N1CCN(C(=O)/C=C/c2ccc(C(C)(C)C)cc2)CC1 | 7 | 98 | 3 | -9 | 12 | 0.1 | 3 | -1 | 1.1
O=[N+]([O-])c1cccnc1N1CCCCC1 | 14 | 98 | -1 | 7 | 12 | -0.1 | 6 | 8 | -3.4
Cn1cccc1/C=N/NC(=O)c1cc(-c2cccs2)nc2ccccc12 | 2 | 87 | 6 | -14 | 2 | -0.1 | 3 | 5 | nt
CNC(=O)c1cc2c(-c3ccccc3)nn(C)c2s1 | -18 | 121 | 5 | -8 | 0 | -0.1 | 0 | 3 | -0.3
COc1ccc(C(C[N+](=O)[O-])n2nc(C)cc2C)cc1 (stereo not given) | 11 | 109 | 5 | 11 | -2 | -0.2 | 0 | 1 | 0.5
COc1cc(CC(=O)Nc2ccccc2N2CCCCC2)cc(OC)c1OC | -20 | 98 | -7 | -7 | -12 | 0.1 | -3 | -2 | 1.1
C/C(=C1\SC(N2CCOCC2)=NC1=O)c1ccccc1 | -7 | 104 | 8 | 1 | 5 | 0.1 | -1 | 4 | 0.0
Cc1ccc(N2CC(c3nc4ccccc4n3C)CC2=O)cc1 (stereo not given) | -1 | 102 | 3 | -13 | 7 | 0.0 | -2 | 7 | -1.1
CC(Nc1ncnc2ccccc12)c1ccccc1 (stereo not given) | -9 | 96 | -2 | 7 | -12 | 0.1 | -5 | 7 | 2.3
Cc1ccc(SCCN2CCC(O)CCC2=O)cc1 (stereo not given) | 11 | 93 | 3 | 9 | 5 | 0.0 | 0 | 4 | 1.5
CCOC(=O)CC1=NS(=O)(=O)c2ccccc2N1 | -13 | 105 | 4 | -8 | 3 | 0.1 | 0 | 3 | -9.3
O=C1CCC(C(=O)N2CCCC(C(=O)c3ccc4c5c(cccc35)CC4)C2)=NN1 (stereo not given) | -14 | 91 | 1 | -1 | -1 | 0.1 | 1 | 3 | -1.4
N#Cc1c(N)nc(SCC(=O)OCc2ccccc2)c(C#N)c1-c1ccco1 | 10 | 100 | 7 | 10 | -1 | 0.0 | -13 | 4 | 0.2
COc1ccc(C2=NN(C(=O)c3cccs3)C(c3ccccc3O)C2)cc1 (stereo not given) | 9 | 93 | 5 | 15 | -14 | 0.0 | -5 | 6 | 1.1
CCOC(=O)C(C(=O)OCC)=C1OC(=O)c2ccccc21 | 6 | 96 | 4 | -15 | 7 | 0.0 | 7 | 6 | 1.2
CCc1ccc2[nH]c3nc(N/N=C/c4ccc(O)cc4O)nnc3c2c1 | -7 | 94 | 2 | -11 | 8 | -0.2 | 17 | 5 | -1.8
COc1ccccc1C1/C(=C(/O)c2ccc(Cl)cc2)C(=O)C(=O)N1CCN1CCOCC1 (stereo not given) | 2 | 107 | -7 | -7 | 3 | -0.1 | -1 | 10 | -3.5
CCn1ncc(C2=NOC(C(=O)N3CCN(c4ccccc4)CC3)C2)c1C (stereo not given) | 7 | 92 | 1 | -14 | 2 | -0.1 | 1 | 0 | 2.1
COc1cc(/C=C2\SC(N3CCc4ccccc4C3)=NC2=O)cc(OC)c1OC | -5 | 115 | 1 | -8 | 0 | -0.1 | -3 | -3 | -4.5
O=C(NCc1ccc(F)cc1)C(=O)NCC1CCCN1S(=O)(=O)c1ccccc1 (stereo not given) | 0 | 103 | 2 | 2 | -3 | 0.0 | 0 | 3 | -2.0
CC1CCN(C(=S)c2ccc(N(C)C)cc2)CC1 | -4 | 86 | -2 | 5 | -1 | 0.0 | -2 | 1 | 0.7
Cc1cc(C(=O)Nc2ccccn2)no1 | 1 | 85 | 3 | -19 | -3 | -0.2 | 2 | 2 | 0.5
COc1ccc(C(=O)COC(=O)CCn2nnc(-c3cccs3)n2)cc1 | 4 | 99 | 5 | 8 | 8 | 0.2 | 3 | 1 | 0.6
O=C(CSc1nnc(-c2ccncc2)n1Cc1ccccc1)Nc1nccs1 | 7 | 97 | 4 | -5 | -1 | -0.1 | 0 | -4 | -0.2
O=c1[nH]c(C2CCN(S(=O)(=O)c3ccc4c(c3)OCCO4)CC2)nc2c1nnn2Cc1c(F)cccc1Cl | -8 | 97 | 5 | 6 | 8 | 0.0 | -10 | 6 | 1.2
Fc1nc(F)c(F)c(NCCCNc2c(F)c(F)nc(F)c2F)c1F | 11 | 119 | 2 | -4 | 3 | -0.1 | -3 | 3 | 0.0
CCOC(=O)C1CCCN(CCC(=O)Nc2cc(OC)ccc2OC)C1 (stereo not given) | 5 | 100 | 1 | 8 | 8 | -0.2 | 2 | 3 | -0.5
O=C(Nc1cc2c3c(c1)CC(=O)N3CCC2)c1cccc(F)c1 | -5 | 98 | 5 | -8 | 3 | -0.1 | 0 | 7 | -1.5
NC(=O)c1ccc(NC(=O)COC(=O)c2ccc([N+](=O)[O-])cc2)cc1 | 8 | 93 | 8 | 6 | 0 | 0.0 | -2 | 3 | -0.9
COc1ccccc1Nc1nc(C)c(C(=O)Nc2ccccc2)s1 | 9 | 96 | -1 | 4 | 2 | 0.1 | -2 | 1 | 2.7
NC(=O)C1CCN(C(=O)C(=O)c2cn(CC(=O)N3CCCC3)c3ccccc23)CC1 | -8 | 111 | 5 | -18 | 2 | -0.2 | 3 | 3 | 0.3
CCn1c2ccccc2c2cc(/C=N/NC(=O)c3ccccc3C)ccc21 | -7 | 106 | -3 | -3 | 3 | -0.2 | -1 | 1 | -0.5

Bioassay records: PubChem BioAssay, several laboratories
